Screening results: PubChem BioAssay, Sanford-Burnham Center for Chemical Genomics
VHR inh color – VHR1 phosphatase inhibitors, primary screen, biochemical, colorimetric, HTS; recombinant VHR phosphatase, colorimetric substrate read-out; actives 0.7% (n = 50,000); Dual specificity protein phosphatase 3 (Homo sapiens), P51452; inhibition, % at 20 µM; in the data active = inhibition above about 60%; also: some results filed as inactive read as strong as hits
Target sequence (P51452 whole entry, looked up): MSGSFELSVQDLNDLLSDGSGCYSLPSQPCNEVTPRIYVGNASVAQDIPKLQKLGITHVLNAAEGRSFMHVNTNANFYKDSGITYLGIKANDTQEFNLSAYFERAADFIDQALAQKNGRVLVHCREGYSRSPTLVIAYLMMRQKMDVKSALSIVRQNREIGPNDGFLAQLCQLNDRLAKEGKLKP
* hit, by the source's call.

SMILES	VHR inh color
CCN1C(=N)N(c2nc(N(C)C)nc(N(C)C)n2)CC1=O	-8
Cc1ccc2c(c1)-c1c(ssc1=S)C(C)(C)N2C(=O)c1ccco1	-9
COC(=O)C1=CN(CCc2ccccc2)C=C(C(=O)OC)C1c1ccc2c(c1)OCO2	-16
O=C(/C=C/c1ccccc1)N1CCC(CN2C(=O)c3cccc4cccc(c34)C2=O)CC1	12
Clc1ccc(-c2nc(-c3cccnc3)no2)c(Cl)c1	-17
Cc1ccc(N2CC(C(=O)Nc3cccc(Cl)c3C)CC2=O)cc1 (centres undefined)	-18
CCOc1ccc(Cl)cc1C=C1C(=O)NC(=S)NC1=O	17
COc1ccccc1N1CCN(C(=O)N2CCOCC2)CC1	-4
COc1cc(NS(=O)(=O)c2ccc([N+](=O)[O-])cc2)cc(OC)c1	-25
NC(=O)C(=O)Nc1cccc2ccccc12	0
Cc1ccc2nc(-c3ccc(N)cc3)cc(-c3ccccc3)c2c1	1
COc1ccc(CCNC(=O)CCc2ccccc2)cc1	-19
CCOc1ccccc1N1CCN(C(=O)c2sc3ccccc3c2Cl)CC1	0
CC1CCN(C(=S)Nc2ccc(F)cc2)CC1	5
COc1ccc(N2C(=O)C(Cl)=C(NCc3ccccc3)C2=O)cc1	-13
CC(=O)Nc1ccc(S(=O)(=O)Nc2ccc(I)cc2)cc1	-17
O=C(Nc1ccccc1F)c1ccn(C(=O)c2cccc(Cl)c2)n1	-9
Cc1ccc(OCC(=O)NCc2ccncc2)c(C)c1	-2
CCN(CC)c1ccc(NC(=O)c2cccnc2)cc1	-9
COc1cccc(NC(=O)COc2ccc(Br)cc2C(C)(C)C)c1	3
COc1ccc(C(=O)Nc2ncc([N+](=O)[O-])s2)cc1OC	6
Cc1ccc(Cc2cnc(NC(=O)c3cccc([N+](=O)[O-])c3)s2)cc1	-21
CCOC(=O)Cc1cc(OC)c(OC)cc1/C(C)=N/Nc1ccccc1	5
CCC(CC)C1C(C#N)=C(N)Oc2n[nH]c(-c3ccccc3)c21 (centres undefined)	2
S=C(Cc1ccccc1)N1CCOCC1	1

Pulled by structure from the entries so far, 3 records:
SMILES	VHR inh color
Clc1ccc(-c2nc(-c3cccnc3)no2)c(Cl)c1	-17
CCOc1ccccc1N1CCN(C(=O)c2sc3ccccc3c2Cl)CC1	0
COc1ccc(CCNC(=O)CCc2ccccc2)cc1	-19

Next section:
SMILES	VHR inh color
CS(=O)(=O)N(Cc1ccc(C(=O)N2CCN(c3ccccc3)CC2)cc1)c1ccccc1	8
Cc1ccc(/C=C2\SC(=S)N(NC(=O)c3cccc([N+](=O)[O-])c3)C2=O)cc1	-23
COc1ccc(S(=O)(=O)N/N=C/c2cc3c(cc2Cl)OCO3)cc1	-10
Cn1cnnc1SCC(=O)N1c2ccccc2Sc2ccccc21	-26
Cc1ccc(-c2nn(CCC#N)cc2/C=N/O)o1	-21
O=C(CC(c1ccccc1)c1ccccc1)Nc1nc2ccccc2s1	8
O=C(c1cc2nc(-c3ccc(F)cc3)cc(C(F)(F)F)n2n1)N1CCOCC1	-22
O=C(c1cc2ccccc2o1)N1CCC(c2ccccc2)C1 (centres undefined)	26
N#CCCN1c2ccccc2Sc2ccc(C(F)(F)F)cc21	-31
COc1ccc(OC)c(C2C(C(C)=O)=C(O)C(=O)N2CC2CCCO2)c1 (centres undefined)	-17
COc1ccccc1C(=O)N/C(=C\c1ccc(Br)cc1)c1nc2ccccc2[nH]1	-20
Cc1ccsc1/C=C1\SC(=S)N(CCc2ccccc2)C1=O	-16
O=C(c1cnn2c1NC(c1cccs1)CC2C(F)(F)F)N1CCSCC1 (centres undefined)	-34
CC(=O)c1ccc(NC(=O)c2ccc3c(c2)C(=O)N(c2ccccc2C)C3=O)cc1	-16
COc1ccc(C(=O)CSc2ccccc2C(=O)O)cc1	24
O=C(Nc1ccc(F)cc1)c1cccc(I)c1	-16
COC(=O)c1cc(-c2cccs2)nc2ccccc12	-16
NC(=O)c1c(NC(=O)c2ccc(-c3ccccc3)cc2)sc2c1CCCC2	7
COc1cccc(NC(=O)COc2cc(C)ccc2C(C)C)c1	-8
CC1(c2ccc(Br)cc2)NN=C(c2ccccc2)S1 (centres undefined)	5
NC(=O)C1CCN(C2CC(=O)N(c3ccccc3)C2=O)CC1 (centres undefined)	-35
Cc1ccc(SCCNC(=O)CN(c2ccc(C)cc2)S(C)(=O)=O)cc1	3
CC(C)NC(=O)c1cnn(-c2ccccc2)c1NC(=O)c1ccccc1	4
CCOc1ccc(C(CC(=O)c2ccccc2)Nc2ccc(Cl)cc2)cc1 (centres undefined)	-17
Cc1ccc(C(=O)c2ccc(Br)cc2)cc1S(N)(=O)=O	-13
Later entries.
SMILES	VHR inh color
O=C(Nc1cc(F)c(F)cc1Cl)NC(c1ccccc1)c1ccccc1	-8
Cc1cc(C(=O)Nc2ccc3nn(-c4ccccc4)nc3c2)ccc1[N+](=O)[O-]	7
Cc1ccc(NC(=O)COc2cccc(Cl)c2)c(Br)c1	-8
CCc1ccc(NC(=O)c2cc3cc(Br)ccc3oc2=O)cc1	4
O=C(/C=C/c1ccc(-c2cccc(Br)c2)o1)c1cccs1	1
O=C(O)c1ccc(C(=O)N(C2CCCCC2)C2CCCCC2)cc1	-8
COc1ccc(N(CC(=O)Nc2ccc(Cl)cc2)S(C)(=O)=O)c(OC)c1	-1
CCCOc1ccc(C(=O)N2CCCCC2C)cc1 (centres undefined)	-8
COc1ccc(N(CC(=O)N/N=C\c2ccccc2O)S(=O)(=O)c2ccc(C)c([N+](=O)[O-])c2)cc1	2
CCCCN(CCCC)CC(O)COc1ccccc1C(=O)Nc1ccccc1 (centres undefined)	7
CC(C(=O)NCCc1ccccc1)N1C(=O)c2ccccc2C1=O (centres undefined)	-21
CC(C)Oc1cccc(C(=O)Nc2ccc(Cl)cn2)c1	-22
Cc1cc(C)nc(SCC(=O)N/N=C/c2c(Cl)cccc2Cl)n1	-17
O=C(c1ccccc1)N1CCN(c2cc(N3CCOCC3)c(F)cc2[N+](=O)[O-])CC1	2
COc1ccccc1CC(=O)Nc1cccc(C)c1	-37
COc1ccc(-c2nc(SC(C)C(=O)Nc3c(C)cc(C)cc3C)n[nH]2)cc1 (centres undefined)	20
Cc1ccc(-n2c(=O)[nH]c3ccccc3c2=O)cc1	-11
O=C(Nc1nc2ccccc2s1)c1ccc(-c2ccccc2)cc1	4
COc1ccc(Cl)cc1NC(=O)c1ccc(Cl)c(Cl)c1	-4
Cc1cccc(N2C(=O)c3ccc(C(=O)O)cc3C2=O)c1C	-2
COc1ccc(C2c3c(c4ccccc4oc3=O)Oc3c2c(=O)oc2ccccc32)cc1	-5
O=C(c1cccs1)N1CCN(C(c2ccccc2)c2ccccc2)CC1	-3
O=C(CCCOc1ccc(Cl)cc1Cl)N1CCN(Cc2ccccc2)CC1	10
CCC(=O)Nc1ccc(NC(=O)c2cccc(Cl)c2Cl)cc1	-12
CC(=O)Nc1ccc(Br)cc1C(NCC(=O)NN)c1ccccc1 (centres undefined)	17
(next part)
SMILES	VHR inh color
C=CCN1C(=O)/C(=C\c2ccc3ccccc3c2)SC1=S	-10
O=C(Nc1ccc(Cl)cc1)OCCOc1ccc(Br)cc1Br	-4
O=C(Nc1ccc(C23CC4CC(CC(C4)C2)C3)cc1)c1ccccc1Cl	-15
O=[N+]([O-])c1ccc(N2CCOCC2)cc1NCCCN1CCOCC1	6
COc1ccc(C2=NN(C(=O)CCC(=O)O)C(c3ccccc3F)C2)cc1 (centres undefined)	-14
COc1ccc(C2=NN(C(=O)CCC(=O)O)C(c3ccc(F)cc3)C2)cc1 (centres undefined)	77
Cc1occc1C(=O)N/N=C/c1cccc(Cl)c1	-10
COc1ccccc1C(=O)Nc1ccc2c(c1)OCCO2	2
COc1cc(/C=C2\C(=O)NC(=S)N(c3cccc(Br)c3)C2=O)c([N+](=O)[O-])cc1OC	27
COc1ccc(NC(=O)C2CC(=O)N(c3ccc(Br)cc3)C2)cc1 (centres undefined)	-18
COC(=O)CN(c1ccc(OC)cc1OC)S(=O)(=O)c1ccccc1[N+](=O)[O-]	-31
COc1ccc2c(c1[N+](=O)[O-])CCC/C2=N/OC(=O)c1cccc2ccccc12	-10
O=C(/C=C/c1ccc(F)cc1)Nc1cccc2ncccc12	2
CC1=NN(c2ccccc2)C(=O)/C1=C\c1ccc(C)o1	99
O=C(NCCCNc1ccc([N+](=O)[O-])cc1Cl)c1ccccc1Cl	-11
Cc1c(NC(=O)c2ccc3c(c2)OCCO3)cccc1-c1nc2ncccc2o1	-3
O=C(Nc1sc2c(c1C(=O)N1CCCCC1)CCCC2)c1cccs1	-28
COc1cc(O)c(NC(C)=O)c2nonc12	-16
Cc1cc(Cl)ccc1OCC(=O)N1CCC(C(N)=O)CC1	-10
N#Cc1cc2c(nc1SCC(=O)Nc1ccc(S(N)(=O)=O)cc1)CCCCC2	24
CC(NS(=O)(=O)c1ccc(F)cc1)C1C2CC3CC(C2)CC1C3 (centres undefined)	1
Cc1ccc(OCC(=O)N/N=C\c2cccnc2)cc1	-33
O=C(Cc1ccc(Cl)cc1)Nc1ccc(-c2nc3ccccc3[nH]2)cc1	-2
O=C(NCCO)C(=O)NCc1ccccc1	8
CCN(CC)C(=O)c1cc(-c2ccc(OC)cc2)nc2ccccc12	1

Entries from the list above that have a cyano group, in the order listed:
SMILES	VHR inh color
CCC(CC)C1C(C#N)=C(N)Oc2n[nH]c(-c3ccccc3)c21 (centres undefined)	2
Cc1ccc(-c2nn(CCC#N)cc2/C=N/O)o1	-21
N#CCCN1c2ccccc2Sc2ccc(C(F)(F)F)cc21	-31
N#Cc1cc2c(nc1SCC(=O)Nc1ccc(S(N)(=O)=O)cc1)CCCCC2	24

New compounds follow:
SMILES	VHR inh color
Cc1[nH]n(S(=O)(=O)c2ccccc2)c(=O)c1N=Nc1cccc(Cl)c1	8
O=C1c2cccc3c(N4CCCCC4)ccc(c23)C(=O)N1CCO	-8
O=C(N1CCN(c2ccccn2)CC1)C(O)(c1ccccc1)c1ccccc1	0
COC(=O)C1(C(=O)OC)C(CC(C)C)C1(C(=O)OC)C(=O)OC	8
COc1cccc(N2C(=O)CC(N3CCN(CCN=CC4=C(O)CC(C)(C)CC4=O)CC3)C2=O)c1 (centres undefined)	-3
O=C1OC(c2ccccc2)=C/C1=C/c1ccc(-c2ccc([N+](=O)[O-])cc2)o1	-3
Cc1ccc(-n2c(SCCN3CCOCC3)nc3ccccc3c2=O)cc1	-10
CC(C)NC(=O)NCC12CC3CC(C1)CC(CNC(=O)NC(C)C)(C3)C2	18
COc1nc(N=C(N)N)nc2c(C)cccc12	-8
O=C1C2C(C(=O)N1c1ccc(Cl)cc1)C2(c1ccccc1)c1ccccc1 (centres undefined)	-10
O=C(O)/C=C/C(=O)Nc1ccccc1C(=O)Nc1ccccc1	-1
OCc1cccc(N=Cc2ccc(C=Nc3cccc(CO)c3)cc2)c1	19
O=C1C2C(c3ccccc3)OC3(C(=O)c4ccccc4C3=O)C2C(=O)N1c1cccc(Cl)c1 (centres undefined)	-4
CCOCCOC(=O)c1ccc(NC(=O)c2ccccc2C)cc1	-2
CSCCC(NC(=O)c1cc(C(C)(C)C)oc1C)C(=O)O (centres undefined)	-24
CS(=O)(=O)N(CC(=O)N1CCOCC1)c1ccccc1Cl	-22
O=C(Nc1ccc(Br)cn1)c1cccc(F)c1	-7
CCOC(=O)C(=O)C1CCc2c([nH]c3ccc(C)cc23)C1=O (centres undefined)	0
O=C(NCCc1c[nH]c2ccccc12)c1cccs1	-2
Cc1cc(N2CCNCC2)c2ccccc2n1	-15
Cc1ccc(C)c(NC(=O)CCCCCCCCCCC2COCCO2)c1 (centres undefined)	-12
Cc1ccc(N2NC(=O)/C(=C/C=C/c3ccccc3)C2=O)cc1C	-8
CCOc1cccc(-c2cc(C(=O)Nc3ccccn3)c3ccccc3n2)c1	-16
O=C(Nc1ccc(Cl)cn1)C(Sc1ccccc1)c1ccccc1 (centres undefined)	-14
COc1ccc(CCNS(=O)(=O)c2cccc([N+](=O)[O-])c2)cc1OC	-2

Given field by field: entries from further up
structure: O=C(O)/C=C/C(=O)Nc1ccccc1C(=O)Nc1ccccc1
  VHR inh color: -1

structure: OCc1cccc(N=Cc2ccc(C=Nc3cccc(CO)c3)cc2)c1
  VHR inh color: 19

structure: O=C1C2C(c3ccccc3)OC3(C(=O)c4ccccc4C3=O)C2C(=O)N1c1cccc(Cl)c1 (centres undefined)
  VHR inh color: -4

(list continues)
SMILES	VHR inh color
O=C(/C=C/c1ccc2c(c1)OCO2)c1ccc(Br)cc1	-2
Cc1cc(C)n(C(=O)CNC(=O)c2ccc(F)cc2)n1	2
COc1ccc(S(=O)(=O)N(CC(=O)Nc2ccc(C)c(Cl)c2)Cc2ccccc2)cc1	-38
C[n+]1ccc(-c2ncc(-c3ccc(F)cc3)o2)cc1	-27
CCOC(=O)C1=C(C)N=c2s/c(=C\c3ccc([N+](=O)[O-])o3)c(=O)n2C1c1ccccc1Cl (centres undefined)	-20
Cc1ccc(N2C(=O)c3ccccc3NC2c2ccccc2)cc1Cl (centres undefined)	-20
O=S(=O)(N=Nc1c(O)[nH]c2ccccc12)c1ccc2ccccc2c1	-3
CCCCOC(=O)c1ccc(NC(=O)c2cccc(OCCC)c2)cc1	-42
CCOCCOC(=O)c1cccc(NC(=O)/C=C/c2ccc(Cl)cc2Cl)c1	15
CCOC(=O)C1=C(C)NC(=S)NC1c1ccc(C(=O)O)cc1 (centres undefined)	-9
N#C/C(=C/c1ccc(C#N)cc1)C(=O)Nc1cccc(Br)c1	-14
Cc1ccc(S(=O)(=O)NCc2ccncc2)cc1[N+](=O)[O-]	7
Cc1ccc(-c2nnc(-c3ccc(F)cc3)o2)cc1	-8
CCOC(=O)C1=C(C)N=c2s/c(=C\c3ccc(OC)c(OC)c3OC)c(=O)n2C1c1ccc(Cl)cc1 (centres undefined)	-13

A portion of the library; the hit share may differ from the screen's.
